# E coli growth = E. coli V3065 growth inhibition, primary screen, counter-screen for AddAB inhibitor project, absorbance, OD600 | inhibition, % at 11.9 µM | actives 0.27% (n = 330,000) | AID 449728, 2010 | 18 h;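 active = inhibition above the campaign's mean inhibition across all tested compounds plus 3 SD, cut at about 9.9% in these data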;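 also: uninfected addAB+ strain grown without phage in ampicillin broth; 0% = DMSO wells and 100% = ciprofloxacin 0.95 µg/ml wells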
# DAGLB inh = DAGLB lipase inhibitors, primary screen, biochemical, fluorescence, HTS. Diacylglycerol lipase-beta (Homo sapiens), Q8NCG7. actives 0.059% (n = 340,000). HEK293T DAGLB membrane lysate, EnzChek fluorogenic substrate. inhibition, % at 5.17 µM. AID 504411, 2011; in the data active = inhibition above about 34%;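 also: 0% = enzyme with vehicle and 100% = wells lacking enzyme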
# AddAB inh = growth inhibition of E. coli expressing H. pylori AddAB, primary screen, AddAB inhibitor project, absorbance | inhibition, % at 11.9 µM | actives 0.29% (n = 330,000) | AID 435030, 2010; in the data active = inhibition above about 12%;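 also: 0% = vehicle wells of infected cells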
# PKA-R1A activ = activators of PKA-R1A holoenzyme, primary screen, biochemical, fluorescence polarization, Cy5-IP20, bovine R1A, mouse PKAc. cAMP-dependent protein kinase type I-alpha regulatory subunit (Bos taurus) + …. PKA-R1A dissociation; scaled: DMSO 0%, 113 µM cGMP 100%. activation, % at 11.4 µM. actives 0.083% (n = 340,000). AID 504707, 2011;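 active = percent activation above the mean of all tested compounds plus 3 SD, cut at about 19% in these data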;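 also: higher means more PKAc released from R1A so a rise in polarization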
# PKA-R2B act = activators of PKA-R2B holoenzyme, primary screen, biochemical, fluorescence polarization, Cy5-IP20, human; cAMP-dependent protein kinase catalytic subunit beta (Homo sapiens) + cAMP-dependent …; PKA-R2B holoenzyme dissociation; R2B truncated from residue 108, S112A mutant; 0% DMSO only, 100% 113 µM cGMP; activation, % at 11.4 µM; actives 0.079% (n = 340,000); AID 504700, 2011;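 active = activation above a cutoff set at the mean over all compounds plus 3 SD, cut at about 18% in these data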;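 also: higher means more holoenzyme dissociation and a rise in polarization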
# HTR5A ag ctr = HTR5A agonists in luminescence cell assay, primary screen, counter-screen for OPRM1-OPRD1 heterodimer agonist project, full-deck HTS. 5-hydroxytryptamine receptor 5A (Homo sapiens), P47898. cell-based. activation, % at 9.3 µM. actives 0.61% (n = 340,000). AID 504692, 2011; in the data active = activation mostly above about 9.5%, no sharp cut-off; inactive = mostly below about 7.6%;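 also: 0% = cells with vehicle only and 100% = reference agonist; strong numbers were not always called active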
# Target sequence (P47898 whole entry, looked up): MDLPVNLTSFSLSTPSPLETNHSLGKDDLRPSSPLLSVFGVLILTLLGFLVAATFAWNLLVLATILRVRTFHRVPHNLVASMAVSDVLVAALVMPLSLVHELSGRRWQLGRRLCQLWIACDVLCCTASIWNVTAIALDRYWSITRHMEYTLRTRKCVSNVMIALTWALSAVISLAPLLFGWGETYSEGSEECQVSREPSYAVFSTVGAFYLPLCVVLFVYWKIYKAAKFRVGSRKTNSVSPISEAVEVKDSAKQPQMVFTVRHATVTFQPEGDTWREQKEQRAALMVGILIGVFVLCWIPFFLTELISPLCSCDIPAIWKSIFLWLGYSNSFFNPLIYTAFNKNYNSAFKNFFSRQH
# SUMO Mot1 rescue = yeast Mot1-301 growth rescue at high temperature, primary screen, SUMOylation pathway inhibitor project, S. cerevisiae, ATP luminescence, 38.5C. S. cerevisiae Mot1-301 growth rescue; percent above DMSO median, 100 means doubled. growth rescue, % at 18.8 µM. actives 1% (n = 320,000). AID 2716, 2010;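 active = every valid replicate shows activation above 250% relative to neutral control wells; inactive = the rest, any valid replicate at or below 250%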;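 also: OY570 slx delta 5 strain wells were the positive control but not used for scaling; some compounds called inactive have numbers as strong as hits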
# Tat export inh = E. coli Tat export inhibitors, primary screen, MC4100, TorA-mCherry reporter, fluorescence, single point; inhibition, % at 10 µM; actives 0.036% (n = 340,000); AID 488895, 2010;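 active = mean replicate inhibition at least 50% and at least half of replicates individually reaching 50%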;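 also: exported cargo escapes ClpAP degradation while cytoplasmic cargo is degraded and loses fluorescence; 0% = median of neutral control wells and 100% = median of NaSCN control wells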
# HTR5A inv ctr = HTR5A inverse agonists in luminescence cell assay, primary screen, counter-screen for OPRM1-OPRD1 heterodimer inverse agonist project, full-deck HTS | inhibition, % at 9.3 µM | HTR5A cell line, inverse agonism | actives 0.083% (n = 340,000) | 5-hydroxytryptamine receptor 5A (Homo sapiens), P47898 | AID 504634, 2011; in the data active = inhibition mostly above about 23%, no sharp cut-off; inactive = mostly below about 18%;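 also: 0% = cells with DMSO and 100% = no-cell wells with DMSO; some compounds called inactive have numbers as strong as hits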
# CDK5 p35 inh = inhibitors of human CDK5/p35 kinase, primary screen, biochemical, single concentration; Cyclin-dependent kinase 5 (Homo sapiens) + Cyclin-dependent kinase 5 activator 1 (Homo …; Recombinant CDK5/p35, ADP-Glo luminescence, 60 min; inhibition, % at 10 µM; actives 0.01% (n = 330,000); AID 488839, 2010;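 active = highest replicate inhibition of at least 50% and at least 75% of replicates reaching 50%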;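 also: plate controls were DMSO neutral control for no effect and GW8510 at 10 µM for full effect; many of its hits are not listed in these tables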
# Target sequence (Q00535 whole entry, looked up): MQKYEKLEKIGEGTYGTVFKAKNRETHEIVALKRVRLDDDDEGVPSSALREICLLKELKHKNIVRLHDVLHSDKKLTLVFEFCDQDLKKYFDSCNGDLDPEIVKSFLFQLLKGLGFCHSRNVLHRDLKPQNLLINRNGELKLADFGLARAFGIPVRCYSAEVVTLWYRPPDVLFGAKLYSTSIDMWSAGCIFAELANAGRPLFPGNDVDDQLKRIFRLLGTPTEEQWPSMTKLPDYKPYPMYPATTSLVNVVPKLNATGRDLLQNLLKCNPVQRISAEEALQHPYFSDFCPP
# Target sequence (Q15078 whole entry, looked up): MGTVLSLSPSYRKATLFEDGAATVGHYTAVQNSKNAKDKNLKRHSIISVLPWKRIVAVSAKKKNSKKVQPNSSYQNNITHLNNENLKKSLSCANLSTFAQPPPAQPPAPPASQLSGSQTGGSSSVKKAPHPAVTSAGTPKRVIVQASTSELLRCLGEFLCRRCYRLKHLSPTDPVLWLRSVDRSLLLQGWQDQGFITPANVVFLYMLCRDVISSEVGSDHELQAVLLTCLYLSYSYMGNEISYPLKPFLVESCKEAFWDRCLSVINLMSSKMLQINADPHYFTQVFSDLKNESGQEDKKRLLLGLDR
# phage Ecoli inh = growth loss of phage-infected E. coli, primary screen, RecBCD inhibitor project, absorbance, with phage, HTS | inhibition, % at 11.9 µM | actives 0.26% (n = 360,000) | AID 651602, 2012; in the data active = inhibition above about 11%
# Starred values were filed as active, the others as inactive; x = no result given.
SMILES,E coli growth,DAGLB inh,AddAB inh,PKA-R1A activ,PKA-R2B act,HTR5A ag ctr,SUMO Mot1 rescue,Tat export inh,HTR5A inv ctr,CDK5 p35 inh,phage Ecoli inh
CCc1nnc(NC(=O)CSc2nnc(CNc3cccc(C)c3)n2-c2ccccc2)s1,-4.4,4.5,1.9,-13.7,-3.6,-1.4,7.8,-14.8,-31.3,0.6,2.8
Cc1ccc(-n2c(C)cc(C=C3C(=O)N(C)C(=O)N(C)C3=O)c2C)cc1,x,-1.3,x,6.7,2.9,0.8,x,2.8,-5.6,-0.4,1.9
O=[N+]([O-])c1cccc(N/N=C/c2ccc(N3CCOCC3)cc2)c1,-1.6,15.4,2.4,-1.1,-6.0,-1.6,114.6,-10.6,-2.0,-2.8,3.5
C[C@@H]1CN([C@@H](C)CO)C(=O)c2cc(NC(=O)C3CC3)ccc2O[C@@H]1CN(C)Cc1ccc(Cl)c(Cl)c1,-0.7,-0.5,2.2,10.1,0.5,-2.7,-2.2,-6.2,9.9,-0.9,1.5
NNC(=O)Cc1cn(-c2ncc(C(F)(F)F)cc2Cl)c2ccccc12,0.2,-2.4,0.9,-8.8,10.9,2.6,-13.7,2.3,3.0,0.2,5.2
O=C(Nc1cccnc1)c1cc2c(ccc3ccccc32)o1,-2.8,-0.2,0.2,-8.2,-6.2,0.2,42.7,-0.8,10.2,-0.5,x
CC(C)c1nc2oc3c(NCC4CCCO4)ncnc3c2c2c1CCC2 (stereo not drawn),-0.6,-2.6,1.6,0.3,-15.7,0.0,15.9,2.0,-2.1,0.7,1.9
COc1ccc(NC(=O)CSc2nc3nc(-c4cccs4)cc(C(F)(F)F)c3c(=O)[nH]2)c(OC)c1,0.3,4.3,3.7,-1.5,-7.1,-0.7,-33.8,-4.7,23.2,-1.5,1.8
CC(C)(C)c1cccc(/C=N/O)c1O,-0.6,-11.6,1.0,-18.4,4.4,-0.7,-4.9,-2.7,1.8,-2.2,2.2
COc1cccc(CNC(=O)Cc2csc(Nc3nc(=S)[nH]c4ccccc34)n2)c1,-0.7,-1.6,0.9,-0.6,8.5,-1.1,2.2,-3.7,3.2,-1.1,-4.4
COc1ccc(CN(C)C(=O)c2ccc(NC(=O)CC3SC(N4CCCC4)=NC3=O)cc2)c(OC)c1OC (stereo not drawn),-0.7,1.7,0.7,-7.4,-12.5,2.1,-0.5,6.7,7.0,-4.4,1.3
COc1ccc(-c2noc(COc3ccc4c(c3)OCO4)n2)cc1,-0.1,-13.3,0.3,5.0,0.8,8.7,-7.8,-6.0,-13.6,-2.1,-1.8
COc1ccc2c(c1)cc1n2CCN2CCCN=C12,1.2,-0.9,-0.9,-10.5,11.4,5.0,-11.0,3.8,-9.9,-0.4,3.7
COc1ccc(CCNC(=O)c2nc(-c3cccs3)no2)cc1OC,0.6,-1.3,1.4,1.5,-6.4,1.8,11.1,5.1,-5.1,1.3,4.2
CC1CC(C)CN(CC(=O)Nc2ccc3c(c2)OCCO3)C1 (stereo not drawn),1.2,-2.6,0.9,0.3,5.1,-0.1,2.3,-3.7,10.7,2.3,0.4
Cc1ccc(S(=O)(=O)N2CCN(C)CC2)cc1[N+](=O)[O-],-2.3,-2.2,-2.6,-2.2,-12.2,0.6,-1.5,3.2,16.9,1.8,x
CCn1ccnc1CN(C)Cc1cn(-c2ccccc2)nc1-c1ccc(OC)cc1F,-0.9,-2.9,-4.5,1.7,-15.3,-1.0,x,-2.2,2.8,0.0,-1.6
COc1ccc(NC(=O)CSc2nc3ccccc3cc2Cc2ccccc2)cc1,-1.6,-5.6,1.9,-5.3,-16.6,8.2,-12.7,1.9,-16.7,1.5,3.3
COC(=O)C1CC(=O)c2sccc2C1 (stereo not drawn),0.7,-0.9,2.0,-5.4,-6.8,-3.5,0.5,0.8,-33.5,-1.7,2.1
O=C(O)C(Cc1ccccc1)N1Cc2ccccc2C1=O (stereo not drawn),-2.2,1.1,-1.1,3.7,-2.5,-0.5,6.5,1.8,-22.7,-1.1,2.2
Cc1noc(C)c1C(=O)N1CCCC(C(=O)c2cccc(C(F)(F)F)c2)C1 (stereo not drawn),0.9,-1.3,-2.2,-8.6,-6.7,1.8,-6.2,-6.2,-5.2,0.8,2.1
CCC(C)NC(=O)CSc1nnc(-c2ccc(OC)c(OC)c2)c(-c2ccc(OC)c(OC)c2)n1 (stereo not drawn),-0.5,-0.3,-0.9,-4.5,-2.0,0.6,-13.8,0.9,-2.5,-1.3,-0.4
CCOC(=O)N1CCN(Cc2nc(C3CC3)no2)CC1,-0.3,-2.2,1.8,-7.1,1.0,2.6,4.4,-1.9,-0.8,-2.9,3.7
CC1(C)CC(=O)C2=C(C1)NC(Nc1nc3ccccc3o1)=NC2c1ccccn1 (stereo not drawn),-3.8,5.3,-2.0,-1.6,-2.6,6.7,x,1.8,-8.0,0.9,-0.1
Cc1cc(/C=N/NC(N)=S)c(C)n1-c1ccc(Cl)c(Cl)c1,0.3,-1.2,0.6,7.8,-1.4,2.4,x,0.7,-0.2,-1.9,2.0

# Whole records as entered above. Screens in order: E coli growth, DAGLB inh, AddAB inh, PKA-R1A activ, PKA-R2B act, HTR5A ag ctr, SUMO Mot1 rescue, Tat export inh, HTR5A inv ctr, CDK5 p35 inh, phage Ecoli inh
# CC1(C)CC(=O)C2=C(C1)NC(Nc1nc3ccccc3o1)=NC2c1ccccn1 (stereo not drawn) is entered as -3.8, 5.3, -2.0, -1.6, -2.6, 6.7, x, 1.8, -8.0, 0.9, -0.1
# CCOC(=O)N1CCN(Cc2nc(C3CC3)no2)CC1 is entered as -0.3, -2.2, 1.8, -7.1, 1.0, 2.6, 4.4, -1.9, -0.8, -2.9, 3.7

# New compounds follow
SMILES,E coli growth,DAGLB inh,AddAB inh,PKA-R1A activ,PKA-R2B act,HTR5A ag ctr,SUMO Mot1 rescue,Tat export inh,HTR5A inv ctr,CDK5 p35 inh,phage Ecoli inh
COc1cccc(OC)c1C(=O)Nc1ccc2nc(C)c(C)nc2c1,2.0,-0.7,-0.7,-10.5,-1.3,-1.5,14.3,-2.7,5.5,1.4,1.0
CC(OC(=O)C1CC(=O)N(Cc2ccco2)C1)C(=O)Nc1ccc(F)cc1Cl (stereo not drawn),-1.4,-0.1,3.0,-1.7,-8.2,-0.1,8.4,-1.5,2.4,-0.6,2.4
O=S(=O)(NCCSc1nnnn1-c1ccccc1)c1cccs1,-1.2,-0.5,1.9,1.5,-7.1,0.1,-0.2,-0.3,-15.8,0.4,2.4
COc1cc(C2Nc3c(F)cccc3C3C=CCC32)cc(Br)c1OC (stereo not drawn),-2.3,-11.3,1.0,-9.6,-0.5,5.1,164.7,-0.1,-16.0,1.0,0.2
CC(=O)Nc1cc(-c2ccccc2)nn1Cc1ccc(Cl)cc1,0.7,-3.5,0.8,-9.0,0.8,-4.2,-1.3,12.6,-12.8,-1.5,2.2
CC(C)c1ccc(OCc2nnc(SCC(=O)N3CCCCC3)o2)cc1,-0.6,-0.2,1.7,4.4,6.3,-5.8,-4.4,9.8,-6.0,0.1,-3.3
CSc1nnc2c(n1)[nH]c1c(C)cccc12,1.9,0.4,0.0,-14.3,-8.7,11.3,-10.8,-3.6,-29.8,-0.4,2.5
COC(=O)c1ccc(NC2CC(=O)N(c3ccccc3C)C2=O)cc1 (stereo not drawn),-0.8,0.9,1.8,0.6,2.7,-0.2,-13.4,-5.2,14.5,-2.6,0.1
CCCCn1cnc2sc3c(c2c1=N)CCCC3,1.5,-1.2,3.8,-12.7,0.8,6.1,1.2,0.7,-15.8,-0.5,4.4
O=C1CSC(c2ccccc2)N1c1ccccc1F (stereo not drawn),-0.8,-1.4,0.8,-0.5,-1.4,2.7,-16.4,-8.6,-9.6,-2.4,-0.2
CCOC(=O)N1CCC(=NNc2ncc(C(F)(F)F)cc2Cl)CC1,0.0,-3.9,-1.2,-4.7,10.6,4.1,7.7,2.9,-0.3,-0.7,2.8
COc1cccc(OCc2cc(C(=O)N(C)C3CC(C)(C)NC(C)(C)C3)no2)c1,2.6,-0.4,1.2,-7.4,-4.9,-1.0,2.9,-1.6,-5.3,0.4,0.5
O=c1[nH]c([N+](=O)[O-])nn1C(c1ccccc1)c1ccccc1,-0.5,6.7,1.7,-7.8,1.3,6.2,-15.7,-4.1,-24.1,-0.8,2.1
CCOc1ccccc1OCCC(=O)Nc1ccc2c(c1)OCO2,1.0,-3.1,-2.5,6.6,-3.4,3.8,11.0,-1.0,-14.6,1.4,2.2
Cc1ccc(C)c(C(=O)CSc2nc(C)cc(=O)[nH]2)c1,0.2,-0.3,-1.1,-7.0,5.0,-3.2,-20.7,-7.6,11.0,0.0,-1.0
COc1ccc(C(=O)CSc2nnc(Cn3nnc4ccccc43)n2C)cc1,0.5,-2.3,0.9,-4.1,-5.5,-2.1,2.3,4.1,5.5,-0.9,-0.1
CC1([N+](=O)[O-])COC(C=Cc2ccccc2)OC1 (stereo not drawn),x,-3.9,x,-8.8,-11.1,-6.2,x,4.8,24.3,-0.1,3.6
CC(c1ccccc1)C(CC(=O)O)C(=O)Nc1ccc(Cl)c(Cl)c1 (stereo not drawn),0.9,0.1,3.0,7.7,2.2,-3.3,-4.2,12.8,12.2,1.0,0.6
C[C@H](NC(=O)OC(C)(C)C)C(=O)N/N=C/C1=Cc2ccccc2OC1,-0.2,0.6,-0.7,4.0,6.0,3.2,-14.3,0.3,7.8,-0.3,0.5
CCOc1ccc(CN(C)CC(=O)Nc2cc(OC)c([N+](=O)[O-])cc2C)cc1,0.2,0.6,-0.7,-9.0,-4.3,-3.1,51.5,-12.9,8.3,-4.0,2.6
O=C(Cn1cnc2c(nnn2Cc2ccc(F)cc2)c1=O)N1CCN(c2ccccc2)CC1,-2.5,-0.6,-1.2,-1.9,-2.1,0.8,-4.3,-2.5,-29.0,0.2,1.4
CCOC(=O)c1ccccc1NC(=O)Cn1cnc2c1c(=O)n(C)c(=O)n2C,4.0,1.1,2.8,4.8,-2.2,x,231.2,-5.8,x,2.4,2.3
NC1=NS(=O)(=O)NC1c1ccc(Br)cc1 (stereo not drawn),0.8,1.1,1.5,-0.8,3.0,-2.8,2.3,-3.2,7.2,1.3,5.9
C[C@@H]1CCC(=O)N(CC[C@H](Sc2ccc(Br)cc2)c2ccccc2)CC1,-0.5,-15.8,2.8,-2.6,-6.6,-0.7,-3.7,1.8,-18.6,2.5,1.0

# Bioassay records as filed in PubChem BioAssay.
